High-throughput results: PubChem, The Scripps Research Institute Molecular Screening Center
ASAP1 inh: inhibitors of human ASAP1 ArfGAP activity | Q9ULH1 | ASAP1-stimulated ARF1 GTP hydrolysis, GDP FP detection | inhibition, % at 16.5 µM | 360,000 tested, 0.19% active | AID 624377; in the data active = inhibition above about 25%;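 also: 0% = vehicle with enzyme and substrate and 100% = no enzyme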
LEDGF integ inh: blocks HIV-1 LEDGF/p75-dependent DNA integration. 370,000 tested, 0.64% active. TR-FRET IN-LEDGF/p75 DNA integration, Eu/Cy5. inhibition, % at 3.7 µM;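 active = inhibition above the screen-wide mean plus 3 SD, cut at about 13% in these data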;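 also: signal is the Cy5 over europium emission ratio at 671 and 618 nm; 0% = plate median of compound wells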
ADAM10 inh: inhibitors of human ADAM10 | 370,000 tested, 0.62% active | recombinant ADAM10, EDANS/DABCYL FRET peptide cleavage, 3 h | inhibition, % at 7 µM | O14672;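 active = inhibition above a per-campaign cutoff equal to the mean of compounds falling between control-based bounds plus 3 SD, cut at about 20% in these data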;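 also: 0% = DMSO wells while the 100% control is not disclosed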
TDP2 inh: blocks human TDP2 phosphodiesterase activity; O95551; recombinant TDP2, T5PNP hydrolysis, p-nitrophenol absorbance 415 nm; inhibition, % at 12.8 µM; 370,000 tested, 0.34% active; AID 720702;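 active = inhibition above the mean of all tested compounds plus 3 SD, set per campaign, cut at about 25% in these data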;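 also: 0% = DMSO with enzyme and 100% = buffer with substrate but no TDP2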
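Read-out basis: percent inhibition. System: recombinant human TDP2. Buffer or medium: Mg2+-containing Tris-HCl buffer, pH 7.5. Repeats: single replicate. Timing: reaction 2 h, 37 °C. Benchmarks: high control without enzyme, low control DMSO plus TDP2. Probe or stimulus: 5 mM T5PNP. Doses: 12.8 µM only. Measured by: epi absorbance of p-nitrophenol freed from T5PNP by hydrolysis.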
Tn7 DDE FP: inhibitors of Tn7 peptide binding to human fibrin DD(E); P02675; FP displacement of FITC-Tn7 peptide from fibrin DD(E); 0% = median of compound wells per plate; inhibition, % at 8.3 µM; 370,000 tested, 0.13% active;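 active = inhibition above the mean of compounds falling within the control limits plus 3 SD of them, cut at about 14% in these data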;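 also: 0% = plate median of compound wells and 100% = 10 µM Aha-Tn7 peptide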
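Test system: human clot-derived fibrin DD(E) complex / Quantity: 2 µM final DD(E) protein / Incubation: 10 min plus 3 h, room temperature / Measured by: fluorescence polarization / Benchmarks: high control of 10 µM Aha-Tn7 peptide / Replicates: singlicate testing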
proKLK7 act: proKLK7 (human) activation, primary screen. P49862. purified proKLK7, EDANS-DABCYL substrate fluorescence; 100% is mature enzyme control, 0% vehicle. activation, % at 7 µM. 370,000 tested, 0.9% active;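 active = activation above the mean of all tested compounds plus 3 SD, computed per campaign excluding outliers beyond control limits, cut at about 13% in these data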
Target sequence (P49862 whole entry, looked up): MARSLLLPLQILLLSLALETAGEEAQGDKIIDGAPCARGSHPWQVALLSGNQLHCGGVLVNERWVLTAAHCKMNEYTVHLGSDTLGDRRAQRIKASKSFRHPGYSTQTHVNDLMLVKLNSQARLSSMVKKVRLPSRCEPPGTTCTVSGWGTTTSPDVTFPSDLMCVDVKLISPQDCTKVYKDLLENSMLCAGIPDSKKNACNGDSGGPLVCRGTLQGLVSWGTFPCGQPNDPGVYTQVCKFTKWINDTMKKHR
PLC-gamma1 inh: inhibitors of human phospholipase C gamma1; 370,000 tested, 0.84% active; AID 720700; purified PLC-gamma1, fluorogenic substrate, fluorescence; inhibition, % at 12.2 µM; in the data active = inhibition above about 9.5%
ARFGAP1 inhibitor: rat ARFGAP1 inhibition; AID 651572; inhibition, % at 16.5 µM; Arfgap1-stimulated ARF1 GTP hydrolysis, GDP FP detection; 360,000 tested, 0.26% active;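 active = inhibition above a per-plate limit, mean inhibition of low control wells plus 3 SD, cut at about 25% in these data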;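 also: 0% = DMSO wells with enzyme and 100% = wells lacking Arfgap1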
Target sequence (Q62848 1-136 limits assumed): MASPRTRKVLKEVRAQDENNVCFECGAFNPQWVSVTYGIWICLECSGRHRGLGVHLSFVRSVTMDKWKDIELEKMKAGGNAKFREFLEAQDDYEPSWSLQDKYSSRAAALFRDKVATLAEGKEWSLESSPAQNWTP
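material = rat Arfgap1 catalytic domain, aa 1-136 | also added = human ARF1(Δ1-17)-GTP substrate | compound dosing = one concentration, 16.5 µM, DMSO 1.26% | times = GTP hydrolysis reaction 2 h at 25 °C | measured by = FP, GDP Alexa 633 tracer displaced from anti-GDP antibody, 620/688 nm | evaluation = percent inhibition of Arfgap1-stimulated GTP hydrolysis | replication = single well per compound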
ADAM17 inh: inhibits human ADAM17; 370,000 tested, 0.83% active; P78536; AID 720648; inhibition, % at 6.95 µM; recombinant ADAM17, EDANS/DABCYL FRET peptide cleavage;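 active = inhibition above the mean of compounds lying between control limits plus 3 SD, set per campaign, cut at about 8.5% in these data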;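 also: 0% = DMSO-only wells as the low control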
Target sequence (P78536 215-824 limits assumed): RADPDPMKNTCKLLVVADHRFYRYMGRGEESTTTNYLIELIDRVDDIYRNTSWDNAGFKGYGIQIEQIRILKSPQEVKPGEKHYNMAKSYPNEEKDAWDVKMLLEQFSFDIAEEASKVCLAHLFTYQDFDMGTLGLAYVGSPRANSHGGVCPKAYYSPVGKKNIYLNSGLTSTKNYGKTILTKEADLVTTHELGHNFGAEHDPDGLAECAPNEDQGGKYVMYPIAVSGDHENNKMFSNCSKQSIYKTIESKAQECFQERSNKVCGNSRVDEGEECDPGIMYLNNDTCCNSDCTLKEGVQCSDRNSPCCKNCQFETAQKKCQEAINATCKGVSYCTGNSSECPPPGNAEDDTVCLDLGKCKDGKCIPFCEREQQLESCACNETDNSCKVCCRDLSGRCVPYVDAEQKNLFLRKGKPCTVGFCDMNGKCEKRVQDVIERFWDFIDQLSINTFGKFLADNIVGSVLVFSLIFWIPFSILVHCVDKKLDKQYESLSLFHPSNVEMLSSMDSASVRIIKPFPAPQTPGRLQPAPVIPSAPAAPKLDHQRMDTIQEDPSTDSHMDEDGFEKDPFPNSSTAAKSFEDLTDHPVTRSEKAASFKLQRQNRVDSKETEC
Tn6 DDE FP: disrupts Tn6 cyclic peptide binding to fibrin D-Dimer-E complex. 370,000 tested, 0.21% active. Fibrin DD(E) TRITC-Tn6 fluorescence polarization displacement. AID 720509. inhibition, % at 8.3 µM;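 active = inhibition above a per-campaign cutoff: mean of compounds within control limits plus 3 SD, cut at about 15% in these data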;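 also: 0% = median of all compound wells on the plate and 100% = blocking peptide control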
Active calls of the source: *; x = no result given. Compounds were not picked by outcome; overall some 4.2% were active at least once.

No.	SMILES	ASAP1 inh	LEDGF integ inh	ADAM10 inh	TDP2 inh	Tn7 DDE FP	proKLK7 act	PLC-gamma1 inh	ARFGAP1 inhibitor	ADAM17 inh	Tn6 DDE FP
1	CC(CC(=O)O)CC(=O)Nc1cc(C(F)(F)F)cc(C(F)(F)F)c1 (configuration not stated)	3.6	0.0	5.7	-1.9	-7.5	-0.5	0.2	9.2	0.1	4.1
2	Cc1cccc(C)c1NC(=O)CNC(=O)CNC(=O)c1ccc2ccccc2c1	-6.6	-6.2	-11.0	3.5	5.2	-0.9	0.4	-4.8	-2.7	-6.2
3	COc1ccc(S(=O)(=O)NCC(c2ccc(C)cc2)N2CCN(C)CC2)cc1 (configuration not stated)	1.4	1.1	-3.3	0.7	1.6	0.4	-0.8	-9.1	-0.6	0.1
4	CC(=O)N1CCc2cc(S(=O)(=O)CCC(=O)N3CCN(c4cc(C)ccc4C)CC3)ccc21	-1.1	1.1	-6.4	-0.2	1.3	-0.2	-2.4	-2.8	-2.4	7.9
5	O=C(COc1ccccc1)NC1CCN(Cc2ccccc2)CC1	1.6	-4.6	-4.9	8.3	4.7	-0.2	-3.4	-20.3	-3.5	3.2
6	COc1ccccc1OCC(=O)Nc1ccc(S(=O)(=O)NC(C)=O)cc1	-8.5	-1.8	0.7	4.0	-4.6	-0.6	2.9	-14.8	-1.4	-0.2
7	COc1cc(CN2CCC(C(=O)NC3CCCC3)CC2)ccc1O	0.5	1.9	1.6	-7.3	-0.9	-0.2	1.0	2.3	1.6	0.2
8	O=C(CCN1C(=O)S/C(=C\c2ccc(F)cc2)C1=O)Nc1ccc(O)cc1C(=O)O	12.7	-2.9	0.7	7.5	2.9	-0.8	-18.9	-5.6	2.1	-2.8
9	O=C(O)c1ccc(Cl)c(S(=O)(=O)N2CCCCCC2)c1	3.4	0.5	3.6	3.0	-7.5	-0.1	-1.9	4.7	-4.5	3.2
10	O=S(=O)(NCc1ccc2c(c1)OCO2)c1cccc(F)c1	-6.9	2.7	2.7	7.3	-1.1	-0.1	3.0	1.5	0.3	1.9
11	O=C1CC(c2cccc(F)c2)C2=C(CCCC2=O)N1 (configuration not stated)	-2.4	1.3	-25.7	3.6	-0.5	0.7	-8.5	-4.0	-10.4	2.4
12	CCCc1[nH]nc2c1C(c1ccc(OC)c(CSC3=NCCS3)c1)C(C#N)=C(N)O2 (configuration not stated)	11.4	-1.1	4.0	-4.3	-6.1	-0.5	-14.5	8.9	7.8	-7.9
13	O=S(=O)(c1ccc(F)cc1)N1CCCN(c2nccc(C(F)(F)F)n2)CC1	3.2	0.7	-8.8	-10.5	0.4	1.0	0.3	-2.7	-4.9	-5.1
14	CCCc1cc(=O)oc2c(C)c(OS(C)(=O)=O)ccc12	-2.2	-1.3	-69.3	-3.3	-5.9	-8.7	-36.6	4.7	-19.9	4.1
15	CC(=O)[C@@]1(O)CC[C@H]2[C@@H]3CCC4=CC(=O)CC[C@]4(C)[C@H]3CC[C@@]21C	8.3	0.2	2.2	-8.8	1.8	0.9	5.0	-4.2	-1.9	4.2
16	CC1=C(C(=O)OCc2ccccc2)C(c2cccc3ccccc23)NC(=O)N1CCCC(=O)O (configuration not stated)	-22.3	0.5	-1.6	8.8	1.4	0.3	-0.3	6.8	-3.1	5.3
17	Cc1ccc2c(c1)c1nc3ccccc3nc1n2C	0.7	5.0	-5.1	7.8	-1.0	1.0	-33.2	7.8	-3.0	-3.8
18	O=C(CCNC(=O)c1ccccc1Cl)NCCc1ccc(C(F)(F)F)cc1	-11.6	0.5	-0.1	0.9	5.9	-0.1	0.8	-1.6	-1.0	9.8
19	COc1ccc(Nc2ccccc2C(=O)O)cc1	11.0	-5.1	-1.0	0.0	5.6	-0.2	-2.7	2.2	-2.3	-1.3
20	O=C(Nc1ccc([N+](=O)[O-])cc1)C(=O)Nc1cccc(C(=O)O)c1	-9.8	-5.7	-0.9	-5.1	5.6	0.5	-1.9	-13.4	-3.6	10.0
21	CN(C(=O)c1cccc(NC(=O)Cc2ccc(NC(=O)C3CCN(C(=O)C4CCC4)CC3)cc2)c1)C1CC1	12.3	-0.9	-0.1	-2.9	-0.2	0.2	-2.9	0.3	-2.0	4.8
22	Cc1ccc(C)c(SCC(=O)OCC(=O)c2ccco2)c1	2.6	3.8	-4.0	2.5	1.9	-0.7	-5.4	-10.8	-5.0	5.8
23	Cc1ccc(NC(=S)NNC(=O)Nc2ccccc2)cc1	-2.3	-4.4	11.8	-11.5	-0.5	-0.6	3.9	-4.8	-0.7	-3.3
24	CCc1cc(C(=O)Cc2nc3ccccc3[nH]2)c(O)cc1O	-16.6	-5.9	-206.8	-1.8	8.5	4.7	-48.4	-6.3	-58.5	1.8
25	COc1cc(C(=O)NC(C)Cc2cccs2)cc(OC)c1OC (configuration not stated)	-4.4	-0.2	1.5	-1.6	11.7	0.2	1.2	3.7	-3.1	-3.2
26	O=C(Nc1nc(-c2ccccn2)cs1)c1ccc(Cl)s1	-0.9	2.3	-22.7	7.9	0.1	0.9	-8.9	1.6	-2.8	-5.7
27	O=C(N/N=C/c1cc(Br)c(O)c(Br)c1)c1cccnc1	-1.1	-4.4	-3.8	6.7	5.7	0.2	-15.0	2.2	0.0	-4.1
28	COc1ccccc1OCC(=O)N/N=C/c1cccc2cccnc12	-10.3	-5.9	-2.6	-4.4	3.2	-0.1	1.6	5.7	-5.3	-0.5
29	CC(=O)C(/C=N/c1cc(-c2ccc(C)cc2)nn1-c1ccccc1)=C(\C)O	-11.0	1.3	1.5	-13.1	-8.6	0.0	6.4	15.0	4.5	3.2
30	Cc1cc(=O)oc(C)c1C(=O)Nc1ccc(Cl)cn1	-9.5	-0.7	-21.7	7.2	2.6	-0.1	-1.0	-6.1	-8.9	-2.8

Compound profiles, as listed above.
COc1ccccc1OCC(=O)Nc1ccc(S(=O)(=O)NC(C)=O)cc1 is listed with ASAP1 inh: -8.5; LEDGF integ inh: -1.8; ADAM10 inh: 0.7; TDP2 inh: 4.0; Tn7 DDE FP: -4.6; proKLK7 act: -0.6; PLC-gamma1 inh: 2.9; ARFGAP1 inhibitor: -14.8; ADAM17 inh: -1.4; Tn6 DDE FP: -0.2
CCCc1cc(=O)oc2c(C)c(OS(C)(=O)=O)ccc12 is listed with ASAP1 inh: -2.2; LEDGF integ inh: -1.3; ADAM10 inh: -69.3; TDP2 inh: -3.3; Tn7 DDE FP: -5.9; proKLK7 act: -8.7; PLC-gamma1 inh: -36.6; ARFGAP1 inhibitor: 4.7; ADAM17 inh: -19.9; Tn6 DDE FP: 4.1

Further compounds follow.
No.	SMILES	ASAP1 inh	LEDGF integ inh	ADAM10 inh	TDP2 inh	Tn7 DDE FP	proKLK7 act	PLC-gamma1 inh	ARFGAP1 inhibitor	ADAM17 inh	Tn6 DDE FP
31	O=C(Nc1ccc(F)cc1)OC1CC2CC1[C@H]1CCCCN1C2 (some centres not stated)	x	2.9	-7.0	1.9	4.2	0.9	-3.1	x	-3.2	-5.5
32	NC(=S)NNC(=O)C12CC3CC(CC(C3)C1)C2	14.2	-3.3	-3.5	1.6	0.8	-0.1	3.3	-3.8	-6.7	-4.2
33	O=c1c2ccccc2c2ccccc2c(=O)n1-c1ccccc1	9.8	-0.3	-5.7	9.3	-0.5	0.1	2.1	-8.6	-0.5	0.7
34	CCCCOCCCNC(=O)C1c2ccccc2Oc2ccccc21	5.5	0.8	-3.3	-0.4	-1.5	-0.1	1.5	2.3	4.0	-3.1
35	Cc1ccc(C2=C(c3ccc([N+](=O)[O-])cc3)C(=O)OC2)cc1C	-0.1	-0.8	10.9	-8.7	2.8	-0.5	-1.2	7.3	6.9	8.6
36	Cc1ccc(S(=O)(=O)NC(N)=NCCc2ccc(Cl)cc2)cc1	3.8	-0.9	6.8	-5.2	-4.8	-0.1	0.4	-2.7	4.4	0.0
37	CCc1ccccc1NC(=O)CNC(=O)c1ccc(-n2cncn2)c([N+](=O)[O-])c1	-4.7	-0.7	4.7	-8.6	-3.9	0.0	0.8	-0.8	-2.9	3.0
38	C=CCC[C@@H](Cc1ccc(F)cc1)C(=O)OC[C@@H](Cc1c[nH]c2ccccc12)NC(=O)[C@@H](CC=C)CC(=O)N[C@H](CO)Cc1ccccc1	-1.7	-4.0	9.0	0.4	1.6	0.3	1.7	24.1	4.0	0.3
39	CC(C)NC(=O)Nc1ccc2c(c1)C(=O)N([C@@H](C)CO)C[C@@H](C)[C@@H](CN(C)S(=O)(=O)c1ccc(F)cc1)O2	1.9	-3.6	-18.7	-4.4	4.1	0.8	-2.3	-7.3	-2.6	1.9
40	C=CCn1c(CC(=O)Nc2cccc(OC)c2)nnc1SCC(=O)NC1CCCCC1	-7.4	0.6	6.1	-3.9	1.5	0.2	0.5	-8.5	-1.1	0.8
41	CCCS(=O)(=O)N1CCC(CCOc2ccccc2)(C(=O)OCC)CC1	7.2	1.0	2.3	8.9	-1.4	0.9	1.0	0.2	1.4	-0.3
42	CCOC(=O)CSc1nc2cc(C)ccc2cc1C#N	3.4	4.4	-2.1	15.9	-2.8	0.3	-13.7	-11.5	-5.5	-5.6
43	Cc1nccn1CC(=O)O	14.6	-1.2	5.0	-7.0	-1.2	0.1	2.9	1.9	-0.9	-5.7
44	CCOC(=O)C1=C(C)S/C(=C\N(C)C)C1=O	2.1	2.4	-89.0	5.1	-6.1	4.3	-214.4	-13.7	-32.7	-7.1
45	CC(CCc1ccccc1)NC(=O)c1cncc(Br)c1 (configuration not stated)	-3.0	-1.7	8.0	2.2	0.0	-0.2	-1.4	3.8	-2.3	4.7
46	CC(C)c1ccc(NC(=O)C2CC(=O)N=C(N)S2)cc1 (configuration not stated)	7.8	1.0	-5.8	11.8	1.2	0.2	-0.3	4.2	-4.0	-2.2
47	CC(C)CN(C(=O)COC(=O)c1ccc([N+](=O)[O-])s1)c1c(N)n(Cc2ccccc2)c(=O)[nH]c1=O	-8.0	0.5	-4.1	9.3	3.1	0.3	-3.6	-11.9	-3.5	-1.2
48	C[C@@H]1/C=C/CC(=O)N[C@H](c2ccccc2)[C@H](C)/C=C/CC(=O)N[C@@H]1c1ccccc1	x	0.3	-5.8	3.7	7.5	-0.1	1.0	x	-5.5	0.6
49	O=C(CSc1ccc2nnc(-c3ccncc3)n2n1)Nc1ccc2c(c1)OCO2	-1.6	-6.1	-0.5	-2.9	5.4	0.0	-1.1	-3.7	-0.3	-1.6
50	CCC1([N+](=O)[O-])COC(c2ccc(OC)cc2)OC1 (configuration not stated)	-18.6	-6.6	-17.2	0.4	-1.6	-0.5	2.1	7.0	0.9	-5.1
